Source: PubChem BioAssay (National Center for Advancing Translational Sciences (NCATS))
PI4K2A inh – qHTS for small molecular inhibitors of PI4K2A; Phosphatidylinositol 4-kinase type 2-alpha (Homo sapiens), Q9BTU6; 420,000 compounds, 0.13% hits; activity change, negative = inhibition, % at 76.9 µM; purified PI4K2A, ADP-Glo luminescence, 1 h; active compounds read low; in the data active = activity change below about -50%; inconclusive = mostly about -30% to -49%;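 note: -100% = wells without enzyme as full effect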
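PI4K2A activity was measured by ADP-Glo luminescence: enzyme (4 ug/mL stock) and phosphatidylinositol (1.2 mM stock) in Tris pH 7.5/MgCl2/EGTA/Triton X-100 buffer were reacted with ATP (300 microM stock) for one hour at ambient temperature.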
Pin1 inh – qHTS Assay to Find Inhibitors of Pin1; Pin1 FP peptide displacement, HiFluor488, 10 min; Potency, µM (doses to about 115 µM), without a hit: at the highest dose activity, negative = inhibition, actives largely listed as inhibitors; 390,000 compounds, 0.009% hits; AID 504891, 2011; active = well fitted inhibition curve with a large enough effect in the polarisation, with a control signal flat, not every such curve was filed as active; inconclusive = small, poorly fitted or top-dose-only effect, or effect the other way, or a change in a side signal; inactive = no such curve, though single readings can be large or run the other way; the % refers to the polarisation; note: potency is the fitted concentration of half-maximal effect; % is set by controls: 0 for no effect and ±100 for the full control effect
Target sequence (Q13526 whole entry, looked up): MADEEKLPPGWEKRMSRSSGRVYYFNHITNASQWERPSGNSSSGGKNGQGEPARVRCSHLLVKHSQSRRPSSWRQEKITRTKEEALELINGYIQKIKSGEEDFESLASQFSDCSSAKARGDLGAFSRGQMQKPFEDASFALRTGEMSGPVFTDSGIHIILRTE
mIDH1 inhibitor – qHTS for Inhibitors of mutant isocitrate dehydrogenase 1 (IDH1): qHTS | IDH1-R132H enzyme, NADPH consumption, diaphorase/resazurin fluorescence | Potency, µM (series often up to 76.6 µM), without a hit: at the highest dose activity change, negative = inhibition, actives largely listed as inhibitors | 390,000 compounds, 0.093% hits | AID 602179, 2012; note: potency is the fitted concentration of half-maximal effect; % is set by controls: 0 for no effect and ±100 for the full control effect; nearly all actives have a fitted effect of over 65% in size
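IDH1-R132H (0.5 ug/mL dispensed) in pH 7.5 Tris buffer was preincubated 30 min with compound, then given a substrate mix of 0.016 mM NADPH and 2 mM alpha-KG for 80 min at room temperature; remaining NADPH was read by diaphorase/resazurin fluorescence.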
HP1b binding inh – HTS for Inhibitors of HP1-beta Chromodomain Interactions with Methylated Histone Tails; Chromobox protein homolog 1 (Homo sapiens), P83916; AlphaScreen HP1-beta / biotin-H3K9me3 peptide binding; Potency, µM (doses to about 114 µM), for the others: at the highest dose activity change, negative = inhibition, hits mostly inhibitors; 390,000 compounds, 0.56% hits; note: potency is the fitted concentration of half-maximal effect; nearly all actives have a fitted effect of over 70% in size; inactives centre near 23
Target sequence (P83916 whole entry, looked up): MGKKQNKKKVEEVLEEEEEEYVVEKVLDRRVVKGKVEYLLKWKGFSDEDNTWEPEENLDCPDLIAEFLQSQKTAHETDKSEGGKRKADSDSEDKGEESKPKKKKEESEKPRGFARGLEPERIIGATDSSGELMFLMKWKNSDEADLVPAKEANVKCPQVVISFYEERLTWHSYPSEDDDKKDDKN
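Compound inhibition of the preformed complex between 50 nM HP1-beta and 50 nM biotinylated H3K9me3 peptide was read by AlphaScreen. Buffer was PBS pH 7.4 with 0.01% Tween-20. Incubations ran 30 min at room temperature, with 10 ug/mL donor/acceptor beads.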
Tb PGK inh – qHTS Assay to Find Inhibitors of Phosphoglycerate Kinase; Potency, µM (series often up to 57.5 µM), without a hit: at the top dose activity change, negative = inhibition, usual class: inhibitors; AID 602233, 2012; 380,000 compounds, 0.043% hits; PGK/GAPDH coupled, Kinase-Glo luminescence, 60 min; note: potency is the fitted concentration of half-maximal effect; % is set by controls: 0 for no effect and ±100 for the full control effect; nearly all actives have a fitted effect of over 60% in size
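Luminescent ATP detection (Kinase-Glo Plus) follows a 60-minute room-temperature incubation, with wells lacking PGK as controls. Buffer: 100 mM TEA (pH 7.6), 5 mM MgCl2, 0.01% Tween-20. Coupling enzyme GAPDH (100 nM final) supplies unstable 1,3-BPG in-well.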
rTrxR1 inhibitor – qHTS Assay for Inhibitors of Mammalian Selenoprotein Thioredoxin Reductase 1 (TrxR1): qHTS | Thioredoxin reductase 1, cytoplasmic (Rattus norvegicus), O89049 | recombinant rTrxR1, NADPH fluorescence consumption, selenite substrate | Potency, µM (doses to about 114 µM), inactives show top-dose activity change, negative = inhibition, actives largely listed as inhibitors | 390,000 compounds, 1% hits | AID 588453, 2011; note: potency is the fitted concentration of half-maximal effect; % is set by controls: 0 for no effect and ±100 for the full control effect; nearly all actives have a fitted effect of over 65% in size
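Rat TrxR1 (90 nM in the dispensed reagent) was pre-reduced with 400 uM NADPH for 5 min at room temperature, then incubated with compound for 15 min. After 400 uM selenite was added, NADPH fluorescence (Ex 340/Em 450 nm) was followed for 8 min.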
TrxR1 substrate – qHTS Assay for Substrates of Mammalian Selenoprotein Thioredoxin Reductase 1 (TrxR1): qHTS | purified TrxR1 substrate turnover, NADPH consumption readout | Thioredoxin reductase 1, cytoplasmic (Rattus norvegicus), O89049 | Potency, µM (titrated, usually from 114 µM), for inactives: at the top dose activity change, negative = substrate turnover | 390,000 compounds, 0.01% hits; note: potency is the fitted concentration of half-maximal effect; % is set by controls: 0 for no effect and ±100 for the full control effect; nearly all actives have a fitted effect of over 50% in size
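Rat TrxR1, dispensed at 90 nM, was prereduced with 400 uM NADPH (final) for 5 min at ~22 deg C, then incubated with compound 15 min before 400 uM selenite. A first-read NADPH fluorescence drop versus no-compound background flagged substrates.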
GLS inh – qHTS for Inhibitors of Glutaminase (GLS); Glutaminase kidney isoform, mitochondrial (Homo sapiens), O94925; GLS enzymatic activity, qHTS titration; Potency, µM (doses to about 45.5 µM), for inactives: at the top dose activity change, negative = inhibition, most hits filed as inhibitors; 410,000 compounds, 0.21% hits; AID 624170, 2012; note: potency is the fitted concentration of half-maximal effect; % is set by controls: 0 for no effect and ±100 for the full control effect
Target sequence (O94925 whole entry, looked up, canonical isoform): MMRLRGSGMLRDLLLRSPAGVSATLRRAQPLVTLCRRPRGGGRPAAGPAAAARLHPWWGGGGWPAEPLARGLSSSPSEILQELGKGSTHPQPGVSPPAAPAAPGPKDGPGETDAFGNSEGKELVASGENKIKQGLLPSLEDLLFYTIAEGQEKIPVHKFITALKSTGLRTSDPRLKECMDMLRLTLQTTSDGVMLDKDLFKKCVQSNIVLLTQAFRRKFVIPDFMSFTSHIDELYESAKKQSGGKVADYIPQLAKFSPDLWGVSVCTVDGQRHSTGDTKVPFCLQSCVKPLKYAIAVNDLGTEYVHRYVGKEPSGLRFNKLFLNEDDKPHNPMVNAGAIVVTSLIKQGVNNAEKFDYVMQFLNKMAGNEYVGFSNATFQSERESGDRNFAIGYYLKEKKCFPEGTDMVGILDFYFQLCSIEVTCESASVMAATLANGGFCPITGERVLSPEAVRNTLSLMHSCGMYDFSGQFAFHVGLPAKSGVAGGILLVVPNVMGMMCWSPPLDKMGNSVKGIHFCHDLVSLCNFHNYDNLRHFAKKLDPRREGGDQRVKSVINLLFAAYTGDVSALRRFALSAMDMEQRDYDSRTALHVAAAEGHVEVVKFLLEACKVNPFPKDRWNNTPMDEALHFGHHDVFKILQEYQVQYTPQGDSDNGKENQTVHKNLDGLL
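Coupled fluorescence readout: glutamate oxidase/HRP/Amplex Red detect glutamate formed by hKGA from L-glutamine (1 mM solution added). Buffer 45 mM KH2PO4 pH 8.2, 0.02% Tween-20; reads at t0 and 30 min RT.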
USP1 inh – Inhibitors of USP1/UAF1: Primary Screen. Ubiquitin carboxyl-terminal hydrolase 1 (Homo sapiens), O94782. AID 743255, 2014. 390,000 compounds, 0.23% hits. recombinant USP1/UAF1, Ub-Rhodamine cleavage fluorescence. Potency, µM (doses to about 57.1 µM), without a hit: at the highest dose activity change, negative = inhibition, hits mostly inhibitors; note: potency is the fitted concentration of half-maximal effect; % is set by controls: 0 for no effect and ±100 for the full control effect; nearly all actives have a fitted effect of over 60% in size; inactives centre near -12
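1 nM enzyme complex + cpd, 15 min RT; start with Ub-Rho 150nM final; kinetic fluorescence ex 480/em 540, 6 reads q60 s. Buffer 50mM HEPES pH 7.8, 0.5mM EDTA, 0.1 mg/ml BSA, 1mM TCEP, 0.01% Tween-20.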
The depositor's hits bear a star; i = inactive; ? = inconclusive; nt = not tested or not shown; [ ] = dose if it differs, or a comment. Unless noted, calls come from the whole dose curve; as a rule, active = well fitted curve in the direction sought with a large enough effect; inconclusive = small, poorly fitted or top-dose-only effect, or another doubt; inactive = no such curve, though single readings can be large; an effect the other way counts as inactive or inconclusive. Only part of the results is shown. The share of hits here may be higher or lower than overall.

canonical_smiles	PI4K2A inh	Pin1 inh	mIDH1 inhibitor	HP1b binding inh	Tb PGK inh	rTrxR1 inhibitor	TrxR1 substrate	GLS inh	USP1 inh
CCOC(=O)c1ccc(NC(=O)CCc2c(C)n(CC)c3cc(-c4ccccc4OC)nn3c2=O)cc1	0	-2%	-6%	36%	-1%	17%	26%	0%	?
Cc1ccc(C(=O)NCC(=O)OCC(=O)c2ccc3c(c2)NC(=O)CO3)cc1	-16	20%	8%	-5%	-5%	-1%[57.1 µM]	-4%[57.1 µM]	-2%	-5%
CCOC(=O)N1N=C(c2ccccc2)CC1(O)C(C)(F)F (stereo unspecified)	4	-4%	9%	39%	-3%	-4%	-4%	-11%	-21%
CC(C)(C)NC(=O)C(=O)NNC(=O)c1cccc(Br)c1	3	5%	-4%	39%[activator]	5%	17%[57.1 µM]	6%	1%	-22%
CCOc1ccc(C(=O)NCC(c2ccco2)N2CCc3ccccc3C2)cc1 (stereo unspecified)	-5	0%	2%	8%	-7%	9%	0%	19%	-21%
O=C(COc1ccccc1)NCc1n[nH]c(=S)n1-c1ccccc1	-1	1%	9%	40%	-10%	-11%[57.1 µM]	-12%[57.1 µM]	0%	-14%
COc1ccc(O)c(CN2CCCC(N3CCN(c4ccccc4OC)CC3)C2)c1 (stereo unspecified)	-6	-5%	11%	9%	-13%	18%	0%	23%	-1%
CC(=O)N1CCCc2cc(S(=O)(=O)N3CCCC(C(=O)Nc4ccccc4C)C3)ccc21 (stereo unspecified)	1	-1%	-4%	27%	1%	20%	1%	-8%	-22%
CC(C(=O)N(C)C1CCS(=O)(=O)C1)N1C(=O)/C(=C/c2cccs2)SC1=S (stereo unspecified)	0	4%	-3%	8%	i	-14%	-11%	3%	-22%
O=C(NC1CCCC1)C(c1ccccc1)N(Cc1ccco1)C(=O)Cc1cccs1 (stereo unspecified)	-2	-4%	?	16%	-6%	-6%	0%	3%	-21%
COc1ccc(Nc2c3c(nc4ccc(NC(=O)/C=C/c5cccc(OC)c5OC)cc24)CCCC3)cc1OC	-5	10%	-14%	?	13%	13%	-5%	2%	-17%
O=C(NNc1nc(-c2ccc(Cl)cc2)cs1)c1ccco1	2	-5%	2%	?	-1%	-10%	-14%	18%	-11%
COc1ccccc1-c1nnc(SCC(=O)c2ccc(C3CCCCC3)cc2)n1Cc1ccco1	0	30%[activator]	3%	18%	-10%	-6%	8%	0%	-23%
Cc1cc2c(cc1C)NC(CC(=O)NCc1ccccc1)C(=O)N2 (stereo unspecified)	-3	25%	5%	20%	2%	9%	39%[activator]	-1%	-20%
CCOC(=O)CSc1nnc(CNC(=O)c2ccc(OC)cc2OC)n1-c1ccc(OC)cc1	-4	-16%	4%	24%	7%	11%	5%	0%	-14%
O=C(N[C@@H](Cc1ccccc1)C(=O)NC1CCCCC1)c1ccco1	1	-8%	-3%	18%	16%	-6%	-6%	7%	-8%
O=C(CCC1COc2ccccc2O1)Nc1ccccn1 (stereo unspecified)	-2	-5%	2%	36%	-10%	21%[57.1 µM]	-14%	1%	-3%
COc1ccc(Cn2nnnc2C(C(C)C)N2CCc3ccccc32)cc1 (stereo unspecified)	2	-6%	5%	-10%	-3%[11.5 µM]	23%	3%	17%	?
CSCCC(NC(=O)c1ccco1)C(=O)N1CCCCCCC1 (stereo unspecified)	3	-1%	18%	10%	-2%	7%	-4%	0%	-9%
CC(C)(CO)NC(=O)Nc1ccc(Cl)c(Cl)c1	-1	-3%	9%	45%[activator]	-1%	23%	3%[57.1 µM]	-1%	1%

canonical_smiles	PI4K2A inh	Pin1 inh	mIDH1 inhibitor	HP1b binding inh	Tb PGK inh	rTrxR1 inhibitor	TrxR1 substrate	GLS inh	USP1 inh
O=C(CN1CCN(c2ccc(Cl)cc2)CC1)Nc1cccc(F)c1	-3	0%	6%	18%	-5%	14%[57.1 µM]	-9%	11%	-4%
CC(/C=C1\SC(=O)N(CCCC(=O)O)C1=O)=C\c1ccccc1	1	-3%	8%	21%	-12%	-3%[11.4 µM]	-8%[11.4 µM]	-8%	-23%
COc1cc2c3nnc(-c4ccc(F)cc4)c-3cn(Cc3ccc(F)cc3)c2cc1OC	-8	?	?	23%	1%	18%[57.1 µM]	20%[57.1 µM]	3%	-3%
COc1cc(C(=O)OCC(=O)NC(=O)c2cccn2C)ccc1OC(F)F	-1	3%	0%	30%	-4%	8%	0%	0%	-13%
O=C(CSc1nc(-c2ccco2)cc(C(F)(F)F)n1)N1CCc2ccccc2C1	5	27%	6%	49%[activator]	-7%	?	8%	-6%	?
Cc1cccc(NC(=O)CC2CCC2)c1	-2	-3%	-1%	13%	-1%	16%[57.1 µM]	6%[57.1 µM]	2%	-3%
Cc1onc(-c2c(F)cccc2Cl)c1C(=O)NCc1cccs1	-2	-5%	10%	21%	i	19%	5%[57.1 µM]	3%	2%
O=C(NCc1cccnc1)C12CC3CC(CC(Cl)(C3)C1)C2	-3	-2%	2%	28%	-11%	16%	10%	-1%	-13%
CCOC(=O)CC(NC(=O)Cn1nnc(-c2ccccc2)n1)c1ccc(OC)cc1 (stereo unspecified)	-4	5%	7%	19%	i	12%[11.4 µM]	-2%[11.4 µM]	-3%	-13%
COc1ccccc1C(=O)O/N=C(/C)c1ccc(N2C(=O)C3CCCCC3C2=O)cc1 (stereo unspecified)	-4	?	3%	35%[activator]	7%	16%	0%	8%	-21%
O=C(OC1CCOC1=O)c1ccc(N2CCCC2)c([N+](=O)[O-])c1 (stereo unspecified)	-2	2%	11%	-4%	3%	-4%	-5%	4%	-9%
CCCCCOc1ccc(C(C)(O)C(CN2CCOCC2)c2ccccc2)cc1 (stereo unspecified)	-2	-1%	7%	39%[activator]	i	-4%	-13%	-3%	-26%
CCOC(=O)Cc1csc(NC(=O)Cc2ccc([N+](=O)[O-])cc2)n1	1	-2%	-3%	29%	1%	-4%	-9%	20%	-14%
O=c1oc2ccccc2cc1-c1csc(Nc2nc3c(F)cccc3s2)n1	-1	63%[activator]	0%	35%	0%	-9%	-8%	-8%	-24%
O=S(=O)(NC1CCCCC1NS(=O)(=O)c1ccc(F)cc1)c1ccc(F)cc1 (stereo unspecified)	0	3%	-2%	23%	2%[11.5 µM]	3%	1%	2%	-4%
Cc1cc(N2CC(C(=O)NCc3cccnc3)CC2=O)ccc1C(C)C (stereo unspecified)	1	-10%	3%	8%	5%	-8%	-3%	9%	0%
O=C1c2ccccc2NC(c2cn[nH]c2-c2ccc(Cl)cc2)N1O (stereo unspecified)	0	0%	-3%	42%[activator]	-2%	11%[57.1 µM]	-5%[57.1 µM]	11%	-14%
Cc1nc(N)sc1-c1csc(Nc2cc(N(C)C)ccc2Cl)n1	0	nt	10%	nt	-4%	nt	nt	3%	-28%
Cc1ccccc1CSc1nnc(-c2ccncc2)n1C	-2	0%	4%	5%	7%	8%[57.1 µM]	8%[57.1 µM]	-3%	?
CCOc1ccc(N2C(=O)CS(=O)(=O)C23C(=O)N(Cc2cccc(Cl)c2)c2ccccc23)cc1 (stereo unspecified)	0	7%	-4%	6%	i	30%	0%	-5%	-19%

Two entries from above, with two lines to a compound:
Order of results: PI4K2A inh	Pin1 inh	mIDH1 inhibitor	HP1b binding inh	Tb PGK inh	rTrxR1 inhibitor	TrxR1 substrate	GLS inh	USP1 inh
Cc1onc(-c2c(F)cccc2Cl)c1C(=O)NCc1cccs1
    -2	-5%	10%	21%	i	19%	5%[57.1 µM]	3%	2%
O=C(NCc1cccnc1)C12CC3CC(CC(Cl)(C3)C1)C2
    -3	-2%	2%	28%	-11%	16%	10%	-1%	-13%

(cont.)
canonical_smiles	PI4K2A inh	Pin1 inh	mIDH1 inhibitor	HP1b binding inh	Tb PGK inh	rTrxR1 inhibitor	TrxR1 substrate	GLS inh	USP1 inh
CC(=O)c1ccc(N2C(=O)[C@@H]3C(C(=O)CCN4C(=O)c5ccccc5C4=O)=NN[C@@H]3C2=O)cc1	-1	-4%	4%	26%	-9%	-9%	-4%	-1%	-22%
CC(CC(=O)O)CC(=O)Nc1nncs1 (stereo unspecified)	2	-2%	6%	34%[57 µM]	0%	16%	4%	7%	-16%
COc1ccc(OC)c(N(C(=O)c2snc(C(N)=O)c2N)C(C(=O)NCC2CCCO2)c2ccc3ncccc3c2)c1 (stereo unspecified)	2	0%	5%	8%	4%	14%[57.1 µM]	6%[57.1 µM]	6%	-6%
COCCN1C(=O)c2oc3cc(C)c(C)cc3c(=O)c2C1c1cccc(O)c1 (stereo unspecified)	1	-6%	1%	5%	i	-21%	-11%	12%	-10%
